High-throughput results from PubChem.
RORg inh – inhibitors of mouse ROR gamma transcriptional activity; P51450; Potency, µM (top dose mostly 53.6 µM), inactives show at the top dose activity change, negative = inhibition, usual class: inhibitors; Drosophila S2 Gal4-RORgamma UAS-luciferase reporter, 20 h; AID 2551; hit rate 5.4% among 310,000; further: on the % scale 0 is the no-effect control and ±100 the full control effect; nearly all actives have a fitted effect of over 60% in size
Target sequence (P51450 whole entry, looked up, the tested form may be a part): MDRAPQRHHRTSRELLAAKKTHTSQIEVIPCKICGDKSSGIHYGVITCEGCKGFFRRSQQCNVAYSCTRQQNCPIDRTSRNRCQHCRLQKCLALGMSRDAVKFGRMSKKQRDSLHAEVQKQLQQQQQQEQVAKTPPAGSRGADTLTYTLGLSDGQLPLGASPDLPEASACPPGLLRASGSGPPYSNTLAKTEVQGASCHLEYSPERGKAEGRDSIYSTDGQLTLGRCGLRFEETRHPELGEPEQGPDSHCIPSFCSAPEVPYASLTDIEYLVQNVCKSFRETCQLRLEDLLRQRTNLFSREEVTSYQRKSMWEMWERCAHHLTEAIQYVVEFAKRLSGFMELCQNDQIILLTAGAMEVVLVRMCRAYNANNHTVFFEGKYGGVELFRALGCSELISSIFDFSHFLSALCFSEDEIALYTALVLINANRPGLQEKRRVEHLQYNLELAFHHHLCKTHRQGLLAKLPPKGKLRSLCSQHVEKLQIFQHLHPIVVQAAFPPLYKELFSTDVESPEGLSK
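Drosophila Schneider cells stably carrying a metallothionein-driven Gal4 DBD–ROR gamma fusion and a UAS-Photinus luciferase reporter were exposed to compound for 1 hr, then induced with copper sulfate (700 uM final) for 20 hr at ambient temperature before luminescence reading.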
uPA surface inh – blocks generation of uPA at the cell surface; cell surface uPA generation assay, qHTS; Potency, µM (highest dose often 38.3 µM), for the others: at the highest dose activity change, negative = inhibition, actives largely listed as inhibitors; hit rate 0.31% among 330,000; AID 540303; active means well fitted inhibition curve with a large enough effect; inconclusive means small, poorly fitted or top-dose-only effect; inactive means no such curve, though single readings can be large or run the other way; tested in mouse RAW 264.7 cells; further: on the % scale 0 is the no-effect control and ±100 the full control effect; nearly all actives have a fitted effect of over 55% in size
ELG1 genotox – inducers of genotoxicity in HEK293T ELG1-luciferase cells; HEK293T ELG1-luciferase reporter, luminescence, 16 h; hit rate 1.3% among 330,000; AID 504466; Potency, µM (top dose mostly 46 µM), for inactives: top-dose activity change, positive = activation, most hits filed as activators; further: % of control where 0% means no effect; nearly all actives have a fitted effect of over 60% in size
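Luminescence read-out: rising ELG1-luciferase signal, reflecting elevated ELG1 protein under genetic stress, flags genotoxic compounds. Cells were treated for 16 hr at 37 °C before ONE-Glo detection.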
MBNL1-CUG inh – MBNL1-poly(CUG) RNA binding inhibition; hit rate 0.036% among 280,000; AID 2675; Q9NR56; TR-FRET MBNL1-His/biotin-(CUG)12 binding, 665/545 ratio; Potency, µM (doses to about 57.5 µM), for inactives: at the highest dose activity change, negative = inhibition, hits mostly inhibitors; active means well fitted inhibition curve with a large enough effect in the signal ratio, with a control signal flat, not every such curve was filed as active; inconclusive means small, poorly fitted or top-dose-only effect, or effect the other way, or a change in a side signal; inactive means no such curve, though single readings can be large or run the other way; the % refers to the signal ratio; further: on the % scale 0 is the no-effect control and ±100 the full control effect
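His-tagged MBNL1 binding to biotinylated (CUG)12 RNA was measured by TR-FRET using terbium anti-His antibody (0.055 ng/ul final) and streptavidin-XL665 (5 nM final). Compounds were titrated 92 nM to 58 uM; 60 min at room temperature.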
NPC1 promoter act – activators of NPC1 promoter | Potency, µM (titrated, usually from 9.22 µM), for inactives: top-dose activation, usual class: activators | hit rate 2.4% among 320,000 | Huh7 NPC1 promoter luciferase reporter, 24 h | AID 485313;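 further: % of control where 0% means no effect; nearly all actives have a fitted effect of over 60% in size; reporter is driven by a mutant NPC1 promoter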
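Quantitative HTS used a cell-based reporter: Huh7 cells stably bearing the NPC1 promoter upstream of luciferase were treated with compounds for 24 h, and promoter activation was read as luminescence.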
p53 reactivation – mutant p53 re-activation in reporter cells | Potency, µM (top dose mostly 92.2 µM), without a hit: at the highest dose activity change, positive = activation, usual class: activators | H1299 p53-A138V BP100-luciferase reporter, luminescence, 24 h | hit rate 0.063% among 320,000; further: % of control where 0% means no effect; nearly all actives have a fitted effect of over 45% in size
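p53-null H1299 cells stably carrying temperature-sensitive p53-A138V and a BP100-luciferase reporter were pinned with compounds (4-point, 1:5 series) and held 24 hrs at 37 deg C. Luminescence was read 10 min after detection reagent.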
FLuc counter – inhibits or activates purified firefly luciferase, miR-21 counter-screen; Potency, µM (highest dose often 57.5 µM), inactives show at the highest dose activity change, negative = inhibition, usual class: inhibitors; purified FLuc, Km substrates, luminescence inhibition; AID 588342; hit rate 6.9% among 360,000;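 further: plate controls were vehicle for no effect and reference inhibitor for full effect; nearly all actives have a fitted effect of over 55% in size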
Target sequence (P08659 whole entry, looked up): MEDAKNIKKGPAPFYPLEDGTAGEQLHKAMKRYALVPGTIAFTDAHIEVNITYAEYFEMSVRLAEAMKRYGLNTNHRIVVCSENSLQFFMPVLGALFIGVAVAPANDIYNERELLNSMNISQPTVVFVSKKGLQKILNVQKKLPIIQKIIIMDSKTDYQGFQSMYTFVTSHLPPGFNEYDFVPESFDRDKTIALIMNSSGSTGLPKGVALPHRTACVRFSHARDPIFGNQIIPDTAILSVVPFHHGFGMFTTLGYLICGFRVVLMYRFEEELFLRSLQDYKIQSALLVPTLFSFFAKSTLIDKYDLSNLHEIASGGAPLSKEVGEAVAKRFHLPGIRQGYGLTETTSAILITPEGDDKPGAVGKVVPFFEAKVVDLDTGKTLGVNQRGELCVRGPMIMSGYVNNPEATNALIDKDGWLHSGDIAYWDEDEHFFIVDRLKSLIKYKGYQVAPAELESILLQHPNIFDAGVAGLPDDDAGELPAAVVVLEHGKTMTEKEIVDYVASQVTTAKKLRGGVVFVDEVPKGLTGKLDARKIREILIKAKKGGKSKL
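Purified P. pyralis luciferase (10nM final) with 10uM D-luciferin and 10uM ATP (Km levels) in 50mM Tris acetate pH 7.5, 10mM Mg acetate, 0.01% Tween-20, 0.05% BSA; qHTS 6-point titration, ~60 µM downward; luminescence read.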
Gal4-VP16 FLuc – inhibits Gal4-VP16 luciferase reporter, ROR gamma counter-screen; Potency, µM (top dose mostly 53.6 µM), for the others: top-dose activity, negative = inhibition, hits mostly inhibitors; hit rate 3.5% among 310,000; AID 2546; Drosophila S2 Gal4-VP16 UAS-luciferase, luminescence, 20 h;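 further: Gal4-VP16 expression switched on by copper sulfate through the metallothionein promoter; on the % scale 0 is the no-effect control and ±100 the full control effect; nearly all actives have a fitted effect of over 50% in size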
CXXC DNA block – MLL CXXC-DNA interaction inhibition. MLL-CXXC / FITC-HOXA9 DNA fluorescence polarization. AID 2662. hit rate 0.037% among 290,000. Potency, µM (series often up to 115 µM), for the others: at the highest dose activity change, negative = inhibition, actives largely listed as inhibitors; active means well fitted inhibition curve with a large enough effect in the polarisation, with a control signal flat, not every such curve was filed as active; inconclusive means small, poorly fitted or top-dose-only effect, or effect the other way, or a change in a side signal; inactive means no such curve, though single readings can be large or run the other way; the % refers to the polarisation
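Fluorescence polarization: 7 uM MLL-CXXC (stock) preincubated 5 min with compounds, then 50 nM fluorescein-HOX-A9 DNA (stock) added; 30 min ambient. Buffer 50 mM Tris-HCl pH 7.5, 50 mM NaCl, 1 mM DTT, 0.05% BSA.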
BRCA1 expr up – activators of BRCA1 expression | Potency, µM (titrated, usually from 46.1 µM), for the others: top-dose activation, actives largely listed as activators | hit rate 1.1% among 380,000 | MCF7-BRCA1-FFLuc reporter, luminescence, 48 h; response scale: scaled: vehicle 0%, 10 µM genistein 100%; further: nearly all actives have a fitted effect of over 80% in size; some results filed as inactive show a strong effect at the top dose
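Luminescence from a BRCA1-driven firefly luciferase in MCF7 cells was read after 48 h compound exposure at 37 C. Data normalized against DMSO and a 10microM genistein activation control, then curve-fitted across the titration.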
Rab9 prom act – activates the Rab9 promoter | Huh7 Rab9 promoter-luciferase reporter, luminescence, 24 h | Potency, µM (series often up to 9.22 µM), without a hit: at the highest dose activation, negative = inhibition, actives largely listed as activators | hit rate 2.8% among 320,000 | AID 485297; further: % of control where 0% means no effect; nearly all actives have a fitted effect of over 60% in size
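Steps: seed 1500 Huh7 Rab9-luc cells per well, rest 2 h at 37 °C; add compound in DMSO; incubate 24 h; add luciferase reagent, 10 min ambient; read luminescence.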
Numbers without * were called inactive; ? = inconclusive; . = not tested or not shown; [ ] = another dose, or the depositor's remark. Unless noted, the call rests on the fitted dose curve; in most records, active means well fitted curve in the direction sought with a large enough effect; inconclusive means small, poorly fitted or top-dose-only effect, or another doubt; inactive means no such curve, though single readings can be large; an effect the other way counts as inactive or inconclusive. Potency means the concentration at half of the fitted maximal effect. Only part of the results is shown; count on the stated rates, not on these rows.

Structure	CXXC DNA block	FLuc counter	uPA surface inh	ELG1 genotox	BRCA1 expr up	RORg inh	Gal4-VP16 FLuc	p53 reactivation	MBNL1-CUG inh	Rab9 prom act	NPC1 promoter act
CSc1ccc(C(=O)N2CCC(n3nccc3NC(=O)C3CC3)CC2)cc1	16%	1%	0%	1%	5%	21%	19%	-5%	2%	4%	-1%
Cc1csc2nc(SCC(=O)N3CCN(c4ccccc4)CC3)[nH]c(=O)c12	9%	5%	4%	-4%	-33%	10%	6%	-1%	-2%	0%	0%
CCN(CC)CCNC(=O)Cn1nc(Cc2ccncc2)c2ccccc2c1=O	-6%	1%	-13%	-1%	16%	1%	-12%	-5%	-4%	-1%	1%
C=CCSc1nc(C)c(CC(=O)OCC(C)C)c(=O)[nH]1	-9%	0%	0%	4%	19%	25%	2%	0%	2%	4%	-15%
O=C(CCCCCCC(=O)NCc1ccccc1)NCc1ccccc1	-11%	3%	1%	-3%	3%	-7%	-16%	27%	4%	0%	1%
COc1cc(C2C3C(=O)N(Cc4ccccc4)C(=O)C3ON2c2ccccc2)cc(OC)c1O (configuration not stated)	2%	1%	1%	-8%	3%	16%	4%	-2%	4%	12%	13%
COc1cc(C2C(C(=O)OCCC#N)=C(C)NC3=C2S(=O)(=O)c2ccccc23)cc(OC)c1OC (configuration not stated)	-18%	-3%	2%	5%	1%[1.84 µM]	0%	-5%	2%	?	0%	-1%
CCC(=O)NC(NC(=S)Nc1ccc(S(N)(=O)=O)cc1)C(Cl)(Cl)Cl (configuration not stated)	21%	3%	2%	-1%	-7%	1%	-6%	-11%	-7%	2%	-1%
O=C(CN(C(=O)c1csnn1)c1cccc2ccccc12)NCc1ccccc1	23%	0%	0%	-4%	-5%	22%	-13%	-2%	10%	1%	2%
NS(=O)(=O)c1ccc2c(c1)C(=NO)c1cc(S(N)(=O)=O)ccc1-2	18%	2%	-7%	9%	16%	-13%[1.91 µM]	-7%	?	?	-1%	2%
Cc1ccc(NS(=O)(=O)c2cccc(C(=O)NCc3ccccn3)c2)cc1	.	5%	9%	0%	-20%	.	.	-5%	.	-5%	-2%
O=C(Nc1ccc(N2CCOCC2)c([N+](=O)[O-])c1)c1ccco1	?	17µM*	5%	7%	?	0%	8%	1%	?	?	26%
COc1ccccc1P(=O)(c1ccccc1)c1ccccc1	-11%	-6%	0%	0%	-25%	-41%	10%	5%	-1%	0%	-1%
COc1ccc(N(CC(=O)NCc2ccncc2)S(=O)(=O)c2ccc(C)c([N+](=O)[O-])c2)cc1	4%	-2%	-4%	-1%	-12%	0%	-4%	9%	?	1%	-2%
S=c1nc2ccccc2c2nc(-c3ccccc3)[nH]n12	2%	27µM*	-3%	9%	-23%	0.089µM*	0.35µM*	?	-2%	17%	?
O=C(NNC(=S)NCc1ccc(Cl)cc1)c1cccnc1	7%	0%	1%	0%	6%	?	?	-6%	3%	6%	1%
CCOC(=O)N1CCN(CC(=O)c2ccc(O)cc2O)CC1	7%	-1%	-10%	3%	0%	3%	0%	15%	3%	-5%	0%
Cc1sc(NC(=O)C2CCCO2)c(C#N)c1C (configuration not stated)	-11%	-12%	.	?	72%	29%	11%	18%	-4%	14%	8%
CCOC(=O)/C(C#N)=C/c1ccc(OCC(=O)Nc2cc(C)ccc2C)c(OC)c1	6%	4%	3%	1%	1%	-27%	2%[0.365 µM]	-1%	-7%	-1%	-2%
CC1(C)CC(=O)C(CC2CCCCC2=O)C(=O)C1 (configuration not stated)	7%	-2%	3%	0%	-8%	2%	2%	6%	1%	7%	-2%
Cc1cccc(C(=O)N[C@H](C(=O)NCCc2ccc(Cl)cc2)C(C)C)c1	3%	1%	-12%	-7%	-39%	23%	18%	2%	-4%	0%	3%
N=c1c2c(n(Cc3ccccc3)c3c1CCC3)CCC2	-1%	-3%	-17%	-1%	-59%	13%	?	1%	-11%	-39%[inhibitor]	-25%
CN(C)CCNC(=O)Cn1nc(-c2ccc(Cl)cc2)ccc1=O	5%	-2%	1%	1%	-8%	-1%	-12%	-4%	17%	-3%	3%
COc1cccc(CN2CC(C(=O)N(C)Cc3nc4ccc(F)cc4[nH]3)CCC2=O)c1 (configuration not stated)	5%	1%	?	1%	2%	-1%	1%	-1%	1%	-2%	0%
CN(CCCC(=O)NCc1ccc2c(c1)OCO2)S(=O)(=O)c1ccc([N+](=O)[O-])cc1	11%	0%	-8%	-13%	-24%	27%	-13%	-2%	?	-1%	2%

Two entries from above, field by field:
COc1ccc(N(CC(=O)NCc2ccncc2)S(=O)(=O)c2ccc(C)c([N+](=O)[O-])c2)cc1
  CXXC DNA block = 4% | FLuc counter = -2% | uPA surface inh = -4% | ELG1 genotox = -1% | BRCA1 expr up = -12% | RORg inh = 0% | Gal4-VP16 FLuc = -4% | p53 reactivation = 9% | MBNL1-CUG inh = ? | Rab9 prom act = 1% | NPC1 promoter act = -2%

CSc1ccc(C(=O)N2CCC(n3nccc3NC(=O)C3CC3)CC2)cc1
  CXXC DNA block = 16% | FLuc counter = 1% | uPA surface inh = 0% | ELG1 genotox = 1% | BRCA1 expr up = 5% | RORg inh = 21% | Gal4-VP16 FLuc = 19% | p53 reactivation = -5% | MBNL1-CUG inh = 2% | Rab9 prom act = 4% | NPC1 promoter act = -1%

The list continues.
Structure	CXXC DNA block	FLuc counter	uPA surface inh	ELG1 genotox	BRCA1 expr up	RORg inh	Gal4-VP16 FLuc	p53 reactivation	MBNL1-CUG inh	Rab9 prom act	NPC1 promoter act
CC(C)NC(=O)c1ccc2c3n(nc2c1)-c1ccc(Cl)cc1CO3	-1%	1.9µM*	?	?	?	-27%	4%	?	?	1.4µM*	1.3µM*
CC1(C)Cc2ccccc2-c2nnnn21	1%	4%	11%	6%	1%	10%	-4%	-1%	-8%	-1%	14%
Cc1ccc(-c2csc3nc[nH]c(=O)c23)cc1C	-8%	1%	-2%	4%	1%	16%	7%	-43%[inhibitor]	0%	8%	2%
Cc1ccsc1C(C(=O)NC1CCCCC1)N(C(=O)Cc1cccs1)C1CC1 (configuration not stated)	1%	-1%	9%	6%	-17%	9%	-5%	-8%	-5%	-10%	-4%
COc1ccccc1CN1CCNC(=O)C1CC(=O)NCc1cn(C)nc1C (configuration not stated)	4%	-7%	-8%	1%	7%	-2%	-9%	2%	?	-5%	-6%
N#C/C(=C\c1ccc(Cl)cc1)c1nc2ccccc2o1	9%	?	-6%	6%	-5%	-1%	13%	?	11%	0%	1%
CCC(C)(C(=O)NC1CCCCC1)N(Cc1cccs1)C(=O)c1ccccn1 (configuration not stated)	-8%	-3%	0%	.	3%	?	23%	-4%	-9%	-2%	1%
O=C(NCc1cccs1)c1ccc(S(=O)(=O)N2CCOCC2)cc1	2%	-2%	-1%	-3%	0%	22%	10%	0%	1%	3%	-4%
COCCCNc1nc2nonc2nc1N1CCN(Cc2cccc(C)c2)CC1	-12%	4%	1%	-3%	-15%	5%	-5%	5%	7%	0%	-1%
CC1CCCN(C(=O)C2CCN(S(=O)(=O)c3cccc4nsnc34)CC2)C1 (configuration not stated)	9%	0%	11%	0%	1%	1%	-6%	-11%	24%	-4%	-4%
O=C(NCc1ccccc1)C(=O)NCC(c1ccco1)N1CCN(c2ccccc2F)CC1 (configuration not stated)	11%	2%	6%	-2%	2%	30%	-2%	3%	-3%	-3%	-11%
CCCc1cc(=O)oc2c(CN3CCN(C)CC3)c(O)c(Cl)cc12	4%	-1%	-2%	0%	3%	-2%	-6%	3%	43%[activator]	9%	1%
CCc1cc(C(=O)Cc2ccccn2)c(O)cc1O	-24%	-4%	0%	-4%	-39%	?	-7%	3%	-12%	-3%	2%
O=c1cc(CO)occ1OCc1cccc(C(F)(F)F)c1	1%	0%	3%	1%	9%[1.84 µM]	25%	-3%	4%	-2%	3%	14%
O=C(NCCCN1CCCC1=O)Nc1ccc(Br)cc1Cl	?	-15%	-11%	14%	52%	23%	6%	19%	-3%	23%	13%
COc1ccc(/C(O)=C2\C(=O)C(=O)N(CCN(C)C)C2c2cc(OC)c(OC)c(OC)c2)c(C)c1 (configuration not stated)	-7%	3%	1%	6%	10%	-43%	-1%	-4%	2%	-5%	-2%
Cc1ccc(OS(=O)(=O)c2ccccc2)c(/C=N/N=C2\NC(=O)C(C)S2)c1 (configuration not stated)	4%	?	4%	0%	27%	8.9µM*	16µM*	21%	?	18%	0%
